Screening results as filed in PubChem.
Pemphigus Ab inh = inhibitors of pemphigus antibody binding to DSG3, primary screen, biochemical, bead-based, flow cytometry, scFv-GFP. DSG3-coupled beads, scFv-anti-DSG3-GFP binding; active compounds read low. binding (percent of control), % at 10 µM. 0.48% of 310,000 active;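 active = binding more than 3 SD below its plate's average and above zero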;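 also: hits lower antibody fragment binding to DSG3; some compounds called inactive have numbers as strong as hits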
Keap1 Nrf2 FP = Keap1-Nrf2 protein-protein interaction inhibitors, primary screen, biochemical, fluorescence polarization, single point. AID 504523, 2011. inhibition, % at 9.4 µM. Keap1 Kelch-Nrf2 peptide fluorescence polarization, 1536-well. Kelch-like ECH-associated protein 1 (Homo sapiens), Q14145. 0.15% of 340,000 active; in the data active = inhibition above about 12%;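 also: human Keap1 Kelch domain with fluorescein labeled Nrf2 9mer peptide probe; 0% = neutral control wells and 100% = peptide positive control; higher means more block of Keap1 binding to Nrf2 peptide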
OPRM1-OPRD1 ag = agonists of OPRM1-OPRD1 heterodimerization, primary screen, cell-based, luminescence | Mu-type opioid receptor (Homo sapiens) + Delta-type opioid receptor (Homo sapiens), … | cells | activation, % at 9.3 µM | 0.3% of 340,000 active | AID 504326, 2011; in the data active = activation above about 18%;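 also: 0% = vehicle-treated cells and 100% = reference agonist; values of inactives mirror those of a sister screen read the other way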
Target sequence (P35372 whole entry, looked up): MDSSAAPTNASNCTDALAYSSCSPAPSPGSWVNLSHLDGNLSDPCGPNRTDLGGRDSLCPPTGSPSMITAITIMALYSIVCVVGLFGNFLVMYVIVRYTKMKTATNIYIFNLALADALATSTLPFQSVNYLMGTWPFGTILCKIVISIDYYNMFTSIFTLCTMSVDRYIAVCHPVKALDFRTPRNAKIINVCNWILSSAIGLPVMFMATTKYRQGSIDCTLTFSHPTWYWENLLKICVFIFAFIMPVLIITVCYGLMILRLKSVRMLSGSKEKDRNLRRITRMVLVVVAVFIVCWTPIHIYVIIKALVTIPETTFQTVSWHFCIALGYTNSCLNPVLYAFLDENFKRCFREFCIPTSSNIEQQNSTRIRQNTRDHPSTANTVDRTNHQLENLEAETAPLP
Target sequence (P41143 whole entry, looked up): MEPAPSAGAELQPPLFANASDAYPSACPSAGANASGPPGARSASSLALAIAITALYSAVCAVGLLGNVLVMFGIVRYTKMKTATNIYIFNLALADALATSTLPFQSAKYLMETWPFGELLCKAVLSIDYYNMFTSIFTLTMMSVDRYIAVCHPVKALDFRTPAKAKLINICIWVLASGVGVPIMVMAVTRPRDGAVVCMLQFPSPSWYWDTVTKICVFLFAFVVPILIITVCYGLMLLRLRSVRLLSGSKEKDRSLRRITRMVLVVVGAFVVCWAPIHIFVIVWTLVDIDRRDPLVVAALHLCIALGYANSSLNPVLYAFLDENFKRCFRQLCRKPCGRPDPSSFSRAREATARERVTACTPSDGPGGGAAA
C-LANA FP = inhibitors of KSHV C-LANA binding to DNA, primary screen, biochemical, fluorescence polarization, FAM-LBS DNA, MBP-C-LANA, single point | Kaposi's sarcoma herpesvirus LANA C-terminal domain (residues 932-1162) DNA binding | inhibition, % at 9 µM | 0.078% of 340,000 active;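 active = highest replicate inhibition at or above 60% at 9 µM, even if other replicates fall short; inactive = all replicates below 60% inhibition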;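 also: 0% = neutral control wells and 100% = 4 µM acridine orange control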
RTF Ca sens act = cardiac RTF calcium sensitivity activators, primary screen, biochemical, IANBD-TnC fluorescence, EC20 calcium | Troponin I, cardiac muscle (Homo sapiens) + Troponin T, cardiac muscle (Homo sapiens) + … | IANBD-labeled TnC RTF fluorescence at EC20 calcium; 0% EC20 calcium, 100% full calcium | activation, % at 7.2 µM | 0.24% of 340,000 active;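 active = activation above the mean over all tested compounds plus 3 SD, cut at about 30% in these data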;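 also: rise in fluorescence read as greater calcium sensitivity of cardiac thin filaments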
MOR-DOR inv ag = inverse agonists of MOR-DOR heterodimerization, primary screen, cell-based, luminescence; Mu-type opioid receptor (Homo sapiens) + Delta-type opioid receptor (Homo sapiens), …; cell-based MOR-DOR heterodimer luminescence, inverse agonism; inhibition, % at 9.3 µM; 0.21% of 340,000 active; AID 504357, 2011; in the data active = inhibition above about 22%, passing the limit was not always enough;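 also: 0% = cells with DMSO and 100% = wells without cells with DMSO; values of inactives mirror those of a sister screen read the other way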
Cardiac RTF inh = cardiac RTF calcium sensitivity inhibitors, primary screen, biochemical, IANBD-TnC fluorescence, EC70 calcium. Troponin I, cardiac muscle (Homo sapiens) + Troponin T, cardiac muscle (Homo sapiens) + …. 0.12% of 340,000 active. IANBD-labeled cardiac RTF, Ca2+ fluorescence. inhibition, % at 7.15 µM. AID 493244, 2011;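 active = inhibition above the mean inhibition of all tested compounds plus 3 SD, cut at about 17% in these data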;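 also: assay run at fixed EC70 calcium of 1.6 mM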
V-ATPase pHluor = regulators of yeast V-ATPase proton pumping, primary screen, pHLuorin cytosolic pH fluorescence; S. cerevisiae; response, % at 10 µM; 0.37% of 350,000 active; AID 504577, 2011; in the data active = response mostly above about 7.3%, no sharp cut-off; inactive = mostly below about 5.4%; also: actives read high; inactives centre near 0; some compounds called inactive have numbers as strong as hits; reference of the scale not given here
Wnt act = Wnt/beta-catenin pathway activators, primary screen, cell-based, plate reader, single point; Wnt/beta-catenin reporter cell assay, activator; activation, % at 9.35 µM; 1.2% of 300,000 active; AID 743398, 2014; in the data active = activation above about 30%, passing the limit was not always enough;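 also: 0% = neutral control wells and 100% = positive control wells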
Arrestin-AP2 inh = inhibitors of beta-arrestin/AP2 binding, primary screen, biochemical, GPCR trafficking, flow cytometry. beta-arrestin 1 C-terminal peptide binding to AP2 beta2-adaptin appendage (human). FITC-arrestin peptide / GST-AP2 beads; AP2 beta2 appendage carries R879A mutation. inhibition, % at 10 µM. 0.31% of 340,000 active;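 active = inhibition above a set limit, near 3 SD of compounds lacking own fluorescence, cut at about 54% in these data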;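 also: plate controls were DMSO wells for no effect and 5 µM unlabelled arrestin peptide for full effect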
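Assay system: GST-AP2 R879A bound to glutathione beads, E. coli-expressed; Medium: PBS with 0.05% Tween 20 and 0.1% BSA; Also added: fluorescein-tagged arrestin peptide at 50 nM final; Timing: 12 min plus 1 h, RT; Measured by: flow cytometry, FL1 (488/535 nm); Evaluation: percent drop in bead-associated FITC signal.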
Active calls of the source: *; · = no result given.

SMILES	Pemphigus Ab inh	Keap1 Nrf2 FP	OPRM1-OPRD1 ag	C-LANA FP	RTF Ca sens act	MOR-DOR inv ag	Cardiac RTF inh	V-ATPase pHluor	Wnt act	Arrestin-AP2 inh
Cc1ccc(S(=O)(=O)c2nc(-c3ccccc3)oc2SCC(=O)NCC2CCCO2)cc1 (centres undefined)	·	6	-1.4	-0.6	3	9	15	1	-2	-9
O=c1c2ccccc2nc2c3ccccc3c(NCCO)nn12	97	-5	1.3	0.4	5	-7	-1	-3	4	-7
COc1cc(C2NC(=O)NC(c3ccccc3)=C2C(C)=O)cc(Cl)c1OCC(=O)O (centres undefined)	104	-5	-2.8	-1.3	2	16	-6	-1	-2	-4
CCCCCC(=C/c1ccccc1)/C=N/Nc1ccc(S(=O)(=O)N2CCOCC2)cc1[N+](=O)[O-]	116	0	-1.4	-1.5	0	7	-4	-5	-4	14
Cc1ccc(S(=O)(=O)C2(C(=O)N3CCCCC3C)CC2)cc1 (centres undefined)	101	0	-1.9	0.4	2	10	-1	-3	2	14
Cc1ccc(-n2c(SCC(N)=O)nc(O)cc2=O)cc1	98	-5	-1.7	0.3	0	9	14	-1	2	0
Cc1ccc(C(=O)NCCNC(=O)c2ccc(C)nc2)cc1	95	-3	-2.4	1.8	-3	13	1	0	-1	26
COc1ccc(C(O)c2nccn2Cc2ccccc2)cc1OC (centres undefined)	96	-2	-1.0	-0.6	-2	6	-9	-3	-3	-4
CC(C)CCNC1=NCCCCC1	96	-1	0.1	-1.1	8	-1	-1	-1	·	4
COc1ccc(OC)c(NC(=O)c2cccc(NC(=O)c3ccccc3C(=O)O)c2)c1	97	-2	-4.2	2.9	-2	21	-5	-3	4	-15
Cc1ccc(N(Cc2cc(=O)[nH]c3ccccc23)C(=O)C(C)C)cc1	98	-3	-1.7	-1.1	3	9	-9	-5	-2	14
CC(C)(C)OC(=O)N1CCCC(C(=O)Nc2ccc(C(=O)NCCc3ccccc3)cc2)C1 (centres undefined)	102	-4	-4.2	0.5	5	20	-8	2	0	-5
COCCNC(=O)c1nc2c(nnn2Cc2cc(C)ccc2C)c(=O)[nH]1	92	1	0.2	23	-8	-1	-6	-4	-2	-3
CCN(CC(=O)Nc1c(F)cccc1F)C(=O)CNC(=O)c1ccc(Br)o1	101	-3	-0.2	0.8	-6	1	2	0	-3	0
NS(=O)(=O)c1ccc(N=Cc2ccc(Br)s2)cc1	111	-3	-1.4	-1.1	-5	8	6	-3	-6	19
CCN(CC)c1ccc(/C=N/NC(=O)OC(C)(C)C)cc1	113	-7	-2.1	1.5	-6	11	-4	-2	59*	17
CCN(CCn1cccn1)C(=O)c1cc(COc2ccc(F)cc2Cl)on1	94	-6	-2.1	-4.1	-1	10	-7	2	1	-6
Cc1cc(C(=O)OCC(=O)N2c3ccccc3CC2C)c(C)o1 (centres undefined)	101	-5	-1.5	-1.1	1	9	-11	3	3	2
CCN(CC)C(=O)C(C)OC(=O)c1ccc(O)cc1 (centres undefined)	·	1	-1.3	-0.4	-3	8	-2	0	·	9
COc1cc(CC(CC(=O)c2ccc3c(c2)OCO3)C(=O)O)cc(OC)c1OC (centres undefined)	119	-3	-4.4	-0.7	-3	21	2	0	0	27
O=C(CN1CCN(S(=O)(=O)c2cccc(F)c2)CC1)NCC1(N2CCOCC2)CCCCC1	109	4	0.8	0.6	1	-3	-2	-2	-3	20
Cc1cccc(N2C(=O)N3[C@H](c4ccc(F)cc4)[C@@H]4C(=O)N(C5CCCCC5)C(=O)[C@@H]4[C@]3(Cc3ccc(Cl)cc3)C2=O)c1	101	-5	2.6	1.3	2	-15	0	1	-5	-4
Cc1cnn(-c2cc(N/N=C/c3ccccc3F)ncn2)c1	98	3	-0.9	-1.9	0	5	6	2	·	5
CC(=O)c1ccc(S(=O)(=O)NCCc2csc(-c3cccnc3)n2)cc1	108	0	-2.6	0.0	0	14	2	2	-1	-12
CCOc1cc2[nH]c(=O)n(CCCCC(=O)NC3CCCCCC3)c(=O)c2cc1OCC	96	3	0.3	-2.2	0	-2	15	7	·	33
CCOC(=O)C1=C(O)/C(=C/c2cn(CC(=O)N3CCCC3)c3ccccc23)SC1=Nc1ccccc1	103	5	0.1	2.4	4	-1	-10	0	·	29
CC1=C(C/C=C(\C)CCCC(C)CCCC(C)CCCC(C)C)C(=O)c2ccccc2C1=O (centres undefined)	90	6	2.1	1.7	-5	-12	8	-3	-5	-8
Cc1ccc(NC2(C#N)C(=O)Nc3ccccc32)cc1C (centres undefined)	96	4	-12	0.4	2	56*	-7	-1	-1	7
CCOC(=O)CC(NC(=O)C(CC)c1ccccc1)c1ccccc1Cl (centres undefined)	114	0	-3.8	0.2	-3	20	2	1	·	-7
COc1ccc(OCCSCc2nnc(NC(=O)Nc3ccc(Cl)cc3)s2)cc1	97	-3	-0.2	1.1	2	1	-11	0	-3	1

By substructure: the compounds so far with a Cl atom (five)
SMILES	Pemphigus Ab inh	Keap1 Nrf2 FP	OPRM1-OPRD1 ag	C-LANA FP	RTF Ca sens act	MOR-DOR inv ag	Cardiac RTF inh	V-ATPase pHluor	Wnt act	Arrestin-AP2 inh
COc1cc(C2NC(=O)NC(c3ccccc3)=C2C(C)=O)cc(Cl)c1OCC(=O)O (centres undefined)	104	-5	-2.8	-1.3	2	16	-6	-1	-2	-4
CCN(CCn1cccn1)C(=O)c1cc(COc2ccc(F)cc2Cl)on1	94	-6	-2.1	-4.1	-1	10	-7	2	1	-6
Cc1cccc(N2C(=O)N3[C@H](c4ccc(F)cc4)[C@@H]4C(=O)N(C5CCCCC5)C(=O)[C@@H]4[C@]3(Cc3ccc(Cl)cc3)C2=O)c1	101	-5	2.6	1.3	2	-15	0	1	-5	-4
CCOC(=O)CC(NC(=O)C(CC)c1ccccc1)c1ccccc1Cl (centres undefined)	114	0	-3.8	0.2	-3	20	2	1	·	-7
COc1ccc(OCCSCc2nnc(NC(=O)Nc3ccc(Cl)cc3)s2)cc1	97	-3	-0.2	1.1	2	1	-11	0	-3	1

Some entries already given with just Keap1 Nrf2 FP, OPRM1-OPRD1 ag and RTF Ca sens act:
Structure	Keap1 Nrf2 FP	OPRM1-OPRD1 ag	RTF Ca sens act
CCN(CC)c1ccc(/C=N/NC(=O)OC(C)(C)C)cc1	-7	-2.1	-6
CCN(CCn1cccn1)C(=O)c1cc(COc2ccc(F)cc2Cl)on1	-6	-2.1	-1
Cc1cc(C(=O)OCC(=O)N2c3ccccc3CC2C)c(C)o1 (centres undefined)	-5	-1.5	1
CCN(CC)C(=O)C(C)OC(=O)c1ccc(O)cc1 (centres undefined)	1	-1.3	-3
COc1cc(CC(CC(=O)c2ccc3c(c2)OCO3)C(=O)O)cc(OC)c1OC (centres undefined)	-3	-4.4	-3

Next results.
SMILES	Pemphigus Ab inh	Keap1 Nrf2 FP	OPRM1-OPRD1 ag	C-LANA FP	RTF Ca sens act	MOR-DOR inv ag	Cardiac RTF inh	V-ATPase pHluor	Wnt act	Arrestin-AP2 inh
O=C(NNC1=C(C(=O)C(F)(F)F)CCC1)c1cccc(Cl)c1	103	1	-0.1	2.4	2	1	2	1	·	-6
CC(=O)NC1=NN(C(C)=O)C(C)(c2ccc(C)o2)S1 (centres undefined)	108	2	-2.9	0.0	3	14	-13	1	-1	3
OCCNCCCCSc1ccc(Cl)cc1	99	2	-0.2	-0.8	-7	1	-12	-2	-7	7
Cc1cc(-c2nc(C)c(C(=O)NNS(=O)(=O)c3cccc(C(F)(F)F)c3)s2)no1	113	·	·	·	·	·	·	-1	-3	-2
O=[N+]([O-])c1cccc(COc2cccc(CN3CCOCC3)c2)c1	99	0	-1.7	-2.3	2	8	-5	-4	-1	7
NC(=O)c1sc2nc3c(c(-c4ccco4)c2c1N)CCCC3	98	4	0.6	1.0	3	-3	-7	7	-4	15
Cc1ccn2c(C=O)c(-c3ccc(F)cc3)c(C=O)c2c1	110	-1	2.2	1.6	-2	-11	-8	-2	1	-7
O=C(NCC1CCCCC1)c1cc([N+](=O)[O-])ccc1Cl	105	3	-1.5	-1.1	-8	9	-3	2	-1	-6
O=C(Nc1nc(-c2ccccn2)cs1)C12CC3CC(CC(O)(C3)C1)C2	106	-1	-2.6	-0.7	-2	13	12	-2	40*	1
CCCCN(C)CCNC(=O)c1cc2c(-c3ccccc3F)nn(C)c2s1	304	1	-1.6	-4.3	-2	7	-9	5	-2	-4
Cc1ccc(S(=O)(=O)N(C)CC(=O)O/N=C(\N)c2cccnc2)cc1	121	-1	-0.2	1.6	-4	1	-2	1	-2	8
CCOc1ccc(C(=O)OCC(=O)N2CCCC2)cc1OCC	100	-3	0.8	-1.7	-6	-6	-17	4	-2	-3
O=[N+]([O-])c1ccccc1Oc1ccc(S(=O)(=O)N2CCOCC2)cc1	·	0	-1.7	0.0	-3	7	-13	5	1	-2
COc1ccc2oc(C(=O)NCc3ccccc3CN3CCCC3)c(C)c2c1	119	-3	-1.9	-2.6	0	8	-2	-2	3	2
COc1ccc(N2CCN(C(=O)COC(=O)CCOc3ccc(C)cc3)CC2)cc1	107	-1	0.2	1.3	-11	-1	-13	0	-3	-15
COc1cccc(-c2csc(N3CCN(C(=S)Nc4ccccc4)CC3)n2)c1	98	-6	3.1	2.4	5	-18	-11	0	0	12
CS(=O)(=O)N(Cc1ccc(Cl)cc1)c1ccc(C(=O)NCc2ccccn2)cc1	84	7	-1.1	-1.5	0	5	-7	2	8	2
CCOc1ccccc1NC(=O)CCS(=O)(=O)c1cccs1	103	-2	0.2	0.2	0	-2	2	2	-2	-1
CCCn1c(N)c(N2CCCCC2)c(=O)n(CC(=O)Nc2cccc(S(=O)(=O)N(C)C)c2)c1=O	106	-2	-0.2	0.0	4	1	-1	-2	-1	5
CCC(=O)N1c2ccc(S(=O)(=O)CCC(=O)NC3CCCC3)cc2CC1C (centres undefined)	97	-4	-1.1	1.8	5	6	-3	1	1	-2
O=C(c1cnccn1)N1CCN(c2ccccc2)CC1	120	0	-1.4	2.8	-2	8	-1	0	-1	5
